# GLP1R ag – agonists of human GLP-1 receptor; 380,000 compounds, 0.007% hits; Potency, µM (doses to about 45.6 µM), inactives show top-dose activation, actives largely listed as activators; HEK293 GLP-1R CRE-luciferase, luminescence, 4-6 h; cells express a hypersensitive GLP-1R form; note: potency is the fitted concentration of half-maximal effect; % of control where 0% means no effect
# Target sequence (P43220 whole entry, looked up): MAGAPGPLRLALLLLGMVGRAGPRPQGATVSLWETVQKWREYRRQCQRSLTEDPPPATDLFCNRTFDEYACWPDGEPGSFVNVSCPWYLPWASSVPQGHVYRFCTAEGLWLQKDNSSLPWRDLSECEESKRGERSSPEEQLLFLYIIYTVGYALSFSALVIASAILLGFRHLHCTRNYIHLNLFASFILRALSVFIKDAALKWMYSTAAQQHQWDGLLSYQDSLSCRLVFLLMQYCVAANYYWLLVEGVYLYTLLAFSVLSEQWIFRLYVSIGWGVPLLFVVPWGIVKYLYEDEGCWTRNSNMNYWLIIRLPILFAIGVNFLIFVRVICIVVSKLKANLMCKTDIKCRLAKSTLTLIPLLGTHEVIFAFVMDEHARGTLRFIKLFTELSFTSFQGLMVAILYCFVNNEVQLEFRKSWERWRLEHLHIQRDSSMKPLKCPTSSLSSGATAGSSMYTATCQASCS
# aSyn rescue – rescues yeast growth from alpha-synuclein toxicity | Yeast expressing alpha-synuclein, growth rescue, BacTiter-Glo, 24 h | Potency, µM (top dose mostly 46.1 µM), for inactives: top-dose growth rescue (activation), most hits filed as activators | 370,000 compounds, 0.14% hits | AID 652106; note: potency is the fitted concentration of half-maximal effect; % of control where 0% means no effect; nearly all actives have a fitted effect of over 65% in size
#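 Galactose-induced alpha-syn yeast (OD600=0.02, raffinose-pregrown) + pinned cpd, 24 hr, 30 deg C; growth by BacTiter-Glo luminescence. Growth restoration scores as activation.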
# DRD3 antagonist – D3 dopamine receptor (human) antagonism; D3R cells, DiscoveRx beta-arrestin luminescence, antagonist mode; hits give low values; max response, negative = inhibition, %; 360,000 compounds, 2.5% hits; AID 652054; in the data active = max response below about -50%; inconclusive = no clear call, values can overlap the other calls; note: % is set by controls: 0 for no effect and ±100 for the full control effect; mostly tested at two doses, the higher about 12 µM
#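 Cells expressing the human receptor were seeded at 1500 cells/well, incubated overnight at 37 degrees C in 5% CO2, then exposed to library compounds with dopamine controls for 90 minutes at 37 degrees C before luminescent detection.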
# PTHR1 ag – agonists of human PTHR1 parathyroid hormone receptor. Q03431. AID 743266. 410,000 compounds, 0.075% hits. Potency, µM (top dose mostly 115 µM), inactives show top-dose activation, most hits filed as activators. HEK293 GP2 PTHR1 cells, GloSensor cAMP luminescence, 1 h; note: potency is the fitted concentration of half-maximal effect; nearly all actives have a fitted effect of over 55% in size; some results filed as inactive show a strong effect at the top dose; inactives centre near -15; many of its hits are not listed in these tables
# Target sequence (Q03431 whole entry, looked up): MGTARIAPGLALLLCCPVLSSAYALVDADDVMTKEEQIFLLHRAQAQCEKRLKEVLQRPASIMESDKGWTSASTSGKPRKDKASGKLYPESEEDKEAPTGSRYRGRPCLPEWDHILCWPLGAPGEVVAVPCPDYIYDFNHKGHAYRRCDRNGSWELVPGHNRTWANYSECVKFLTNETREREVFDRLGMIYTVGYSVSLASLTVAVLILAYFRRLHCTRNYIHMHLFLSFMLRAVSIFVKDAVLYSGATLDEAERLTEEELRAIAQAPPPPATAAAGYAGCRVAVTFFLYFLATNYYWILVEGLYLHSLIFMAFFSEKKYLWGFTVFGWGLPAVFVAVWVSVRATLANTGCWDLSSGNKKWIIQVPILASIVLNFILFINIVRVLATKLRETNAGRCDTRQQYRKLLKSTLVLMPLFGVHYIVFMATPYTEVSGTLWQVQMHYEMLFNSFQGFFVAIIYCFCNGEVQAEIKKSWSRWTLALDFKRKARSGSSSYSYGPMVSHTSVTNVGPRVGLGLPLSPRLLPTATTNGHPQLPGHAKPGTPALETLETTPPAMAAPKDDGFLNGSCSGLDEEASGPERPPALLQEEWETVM
#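 HEK-293-derived GP2 cells expressing PTHR1 and a GloSensor cAMP reporter, 3,000/well, plated overnight, given luciferin plus IBMX (each 0.5 mM as added) for 1 h at 37 °C, then compound for 1 h at 37 °C. Luminescence was read after 15 min at room temperature.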
# TDP-43 yeast inh – TDP-43 toxicity inhibition in yeast; TDP-43 expressing yeast growth rescue, BacTiter-Glo, 24 h; Potency, µM (highest dose often 46.1 µM), for the others: at the highest dose growth rescue (activation), actives largely listed as activators; 410,000 compounds, 1.8% hits; note: potency is the fitted concentration of half-maximal effect; % of control where 0% means no effect; nearly all actives have a fitted effect of over 50% in size
#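 Yeast cells expressing TDP-43 under galactose induction are exposed to compounds for 24 hr at 30 deg C. BacTiter-Glo luminescence measures growth, so protective compounds score as activators.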
# pAkt inh – blocks phosphorylation of Akt; 360,000 compounds, 0.32% hits; Neuro2A IGF-stimulated pAkt S473 HTRF, 20 min; hits give low values; activity change, % for hits at 50 µM; in the data active = activity change below about -80%; inconclusive = mostly about -51% to -80%; note: % is set by controls: 0 for no effect and ±100 for the full control effect
#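 Neuro2A cells (4,500/well, DMEM with 0.5% FBS) were treated with compound at a single 50 µM final concentration, stimulated with 6 nM IGF for 20 min at 37 °C, and lysed. Phospho-Akt Ser473 was read by HTRF as 665/615 ratio ×10^4.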
# Abeta rescue – compounds reversing amyloid beta toxicity in yeast. yeast expressing A-beta42, growth rescue, OD600, 48 h; response scale: 0% DMSO, 100% iron-clioquinol control. Potency, µM (doses to about 46.1 µM), without a hit: at the highest dose growth rescue, hits mostly activators. 410,000 compounds, 0.063% hits. AID 1347071; note: potency is the fitted concentration of half-maximal effect; nearly all actives have a fitted effect of over 55% in size
#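 Yeast growth medium received pinned compounds, then yeast cells expressing toxic A-beta were added; plates incubated at 30 C for 48 hr. Growth read as absorbance at 600 nm, normalized to DMSO and equimolar FeCl3 plus clioquinol controls.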
# FUS yeast rescue – rescues growth of FUS-expressing yeast; S. cerevisiae FUS-expressing, growth rescue, OD600, 24 h; AID 1347120; Potency, µM (series often up to 76.6 µM), for the others: at the highest dose growth rescue (activation), actives largely listed as activators; 390,000 compounds, 0.24% hits;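 note: potency is the fitted concentration of half-maximal effect; plate controls were DMSO vehicle for no effect and reference control for full effect; nearly all actives have a fitted effect of over 55% in size; some results filed as inactive show a strong effect at the top dose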
#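 S. cerevisiae expressing FUS from galactose induction served as the toxicity model. Growth after 24hr at 30C, read as absorbance at 600 nm, indicates suppression of toxicity; compounds dosed at several concentrations.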
# GLP1R inv ag – GLP-1 receptor (human) inverse agonism. P43220. HEK293 GLP-1R CRE-luciferase, luminescence, 24 h; GLP-1R form is constitutively active. Potency, µM (top dose mostly 38.3 µM), for inactives: top-dose activity change, negative = inhibition, actives largely listed as inhibitors. 410,000 compounds, 1.6% hits. AID 624417; note: potency is the fitted concentration of half-maximal effect; % is set by controls: 0 for no effect and ±100 for the full control effect; nearly all actives have a fitted effect of over 55% in size
#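 Luminescence readout: a drop in cAMP-driven luciferase signal flags inverse agonism at a constitutively active GLP-1R stably expressed in HEK293. Compound exposure lasted 24 hr at 37 deg C, 5% CO2.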
# The depositor's hits bear a star; i = inactive; u = inconclusive; x = no result given; & = joins results of further samples; [ ] = another dose, or the depositor's remark. Unless noted, calls come from the whole dose curve; as a rule, active = well fitted curve in the direction sought with a large enough effect; inconclusive = small, poorly fitted or top-dose-only effect, or another doubt; inactive = no such curve, though single readings can be large; an effect the other way counts as inactive or inconclusive.
Compound	GLP1R ag	aSyn rescue	DRD3 antagonist	PTHR1 ag	TDP-43 yeast inh	pAkt inh	Abeta rescue	FUS yeast rescue	GLP1R inv ag
NNC(=O)c1cc(-c2ccco2)[nH]n1	-5%	-1%	-6	11%	-4%	i	-7%	-7%	22%
Cc1c(C(=O)Nc2ccc(S(=O)(=O)N3CCOCC3)cc2)cccc1[N+](=O)[O-]	14%	-7%	2	-20%	-8%	i	5%	1%	-6%
O=C(O)CSc1nnc(-c2ccc(Cl)cc2Cl)n1-c1ccc(Br)cc1	-2%	2%	u	i	x	i	9%	14%	8%
CCc1ccccc1NC(=O)COC(=O)c1c(C)nsc1NC	-6%	-3%	-3	-45%[inhibitor]	-14%	i	-1%	-11%	-3%
Cc1ccc(-c2nnc(N3CCOCC3)c3ccccc23)cc1S(=O)(=O)NCc1cccnc1	23%	-1%	3	i	-20%[1.82 µM]	i	-4%	7%	52%[activator]
COc1ccc(NS(=O)(=O)c2ccc(-n3cnnn3)cc2)cc1OC	2%	-4%	12	-21%	-3%	i	x	-10%	0%
O=C(CNC(=O)c1ccc2ccccc2c1)NCc1ccccc1F	3%	1%	1	-3%	6%	i	8%	7%	-9%
Nc1c(N(CCO)C(=O)/C=C/c2ccco2)c(=O)[nH]c(=O)n1Cc1ccccc1	-3%	0%	-1	i	2%	i	-1%	3%	-5%
Cc1c(C#N)c(N)nc2c3c(sc12)NC(=O)CC3c1ccccc1 (stereo unspecified)	6%	0%	1	i	-10%	i	8%	13%	84%[activator]
C=CCN(c1ccccc1)S(=O)(=O)c1cccc(C(=O)NCC(c2ccc(OC)cc2)N2CCCCC2)c1 (stereo unspecified)	3%	-6%	u	-18%	0%	i	4%	12%	u
Cc1ccc(C(C)NC(=O)Cn2nc(C)c([N+](=O)[O-])c2C)cc1 (stereo unspecified)	-8%	3%	-7	i	-18%	i	1%	x	-19%
Nc1ccc(C23CC4CC(CC(C4)C2)C3)cc1	2%	0%	-1	i	4%	i	26%	15%	12%[7.66 µM]
C/C(=N\NC(=O)Cc1ccc(F)cc1)c1ccc(O)cc1	14%	3%	15	-2%	5%	i	-2%	14%	27%
CN(Cc1ccc(F)cc1)C(=O)CNC(=O)C1CCCCC1	0%	8%	12	-15%	4%	i	2%	0%	6%
CCOC(=O)c1ccccc1NC(=O)NCc1cccn1Cc1ccc(F)cc1	x	x	x	-23%	18%	x	-5%	2%	u
Cc1ccc(N2C(=O)[C@@H]3CSC(c4ccc(C(F)(F)F)cc4)N3C2=O)cc1 (stereo partly specified)	-1%	x	x	-41%[inhibitor]	18%	x	-3%	-21%	14%
O=c1nc2n(c3ncccc13)CCC2	-1%	-6%	11	i	6%	i	10%	-16%	-2%
CC(C)c1ccccc1-n1c(SCC(=O)c2ccc3c(c2)NC(=O)CO3)nc2ccccc2c1=O	14%	25%	1	-5%	4%	i	9%	54%	10µM*
Cc1cccc(C)c1NC(=O)NC1(C(=O)NCc2ccncc2)CCCCC1	9%	-1%	0	i	-10%	i	-4%	-18%	15%
Cc1sc(NC(=O)c2ccco2)c(C(c2ccccc2)N2CCC(C)CC2)c1C (stereo unspecified)	0%	-5%	-11	-15%	-10%	i	4%	16%	6.3µM*
CCN(CC)C(=O)Cn1cc(S(=O)(=O)CC(=O)NCc2ccc3c(c2)OCO3)c2ccccc21	-1%	-2%	-8	u	4%	i	2%	12%	16%
O=C(COc1ccc2ccccc2c1)N/N=C/C1CC=CCC1 (stereo unspecified)	-8%	0%	-8	i	25%	i	-6%	14%	7%
CCC1CN(C(=O)Nc2cccc3c2CCCC3)c2cc(Cl)ccc2O1 (stereo unspecified)	x	x	x	-12%	1%	x	1%	13%	10µM*
COc1ccc(NCC(=O)Nc2ccccc2C#N)cc1Cl	9%	2%	-19	-7%	u	i	3%	-2%	9%
CCOC(=O)N/N=C/c1c(C)nn(-c2ccccc2Cl)c1Cl	0%	-1%	16	i	u	i	3%	x	-4%
CCc1ccc(-c2[nH]nc3nc(-c4cc(OC)ccc4OC)cc(C(=O)O)c23)cc1	x	x	x	-43%[inhibitor]	-5%[9.22 µM]	x	-7%	-11%	15%
Cc1ccc(Nc2nc(C)cc(C)c2C(N)=O)cc1	2%	-1%	11	i	-11%	i	-4%	0%	1%
Nc1ncnc2c1ncn2[C@@H]1O[C@H](C(=O)N2CCCN(Cc3ccccc3F)CC2)[C@@H](O)[C@H]1O	5%	-9%	15	-13%	10%	i	-3%	-14%	21%
CC(C)N(C(C)C)S(=O)(=O)c1ccc(Cl)nc1	10%	13%	3	i	17%	i	-14%	-10%	-13%
CCN1C(=NCc2ccccc2)N[C@@H](c2ccccc2)[C@H](C(=O)OC)[C@H]1C	-2%	-4%	53	4%	-15%	i	-5%	37%	-8%
CC(C)n1c(=O)c2ccccc2n1Cc1cn(C2CCCC2)nn1	-6%	-5%	-13	-10%	5%	i	-16%	-21%	17%
O=[N+]([O-])c1ccc(C[n+]2cc(-c3ccc(Cl)c(Cl)c3)n3c2CCCCC3)cc1	-7%	-5%	-4	i	-6%	i	1%	25%	-17%
CC(C)n1nc(C(=O)NNC(=O)c2ccncc2)c2ccccc2c1=O	13%	6%	8	-6%	4%	i	2%	11%	42%[activator]
COC(=O)c1ccccc1NC(=O)CSc1n[nH]c(CC(C)C)n1	4%	-1%	u	u	12%&-5%	i	12%[9.22 µM]	-40%&-12%	-3%&-5%
O=C(NCc1ccc(F)cc1)C1CCCN(S(=O)(=O)c2cccc3nsnc23)C1 (stereo unspecified)	-8%	-11%	-7	i	-19%	i	2%	-6%	6%
CCCCCCCCC1CC(C(=O)Nc2ccccc2)C(=O)O1 (stereo unspecified)	1%	-5%	-17	i	1%	i	-16%	14%	u
Cc1nc(Cc2nnc(SCC(=O)N3CCN(c4ccc(F)cc4)CC3)o2)cs1	-8%	-1%	7	-32%	15%	i	0%	-4%	-29%
CCN(CC)C(=O)COc1coc(CN2CCN(c3cccc(Cl)c3)CC2)cc1=O	10%	-1%	5	i	-9%	i	-2%	1%	-6%
CCOn1c(=O)c(-c2cccs2)[n+]([O-])c2ccccc21	0%	-2%	u	i	u	i	-46%[inhibitor]	-2%	32%[activator]
CCOc1ccccc1C(=O)N1CCOCC1	9%	3%	8	-21%[57.5 µM]	2%	i	-3%	14%	24%
O=C1NC[C@H](Cc2ccc(O)cc2)N(C[C@@H]2CCCN2C[C@H](Cc2ccccc2)N2C[C@H](Cc3ccccc3)N(CC3CCCCCC3)C(=O)C2=O)C1=O	-1%	-1%	0	12%	0%	i	8%	43%	-27%
C=CCN=C1S/C(=C/c2ccc([N+](=O)[O-])cc2)C(=O)N1CC=C	12%	1%	3	i	5%	i	-16%	-25%	82%[activator]
O=C(NC1CCCC1)c1cc(-c2ccccc2O)on1	17%	-2%	-8	-25%	-9%	i	-13%	10%	11%
Cn1c(Nc2cccc(Cl)c2)nc2ccccc21	6%	2%	16	-3%	5%	i	10%	3%	u
C/C(=C\C(=S)Nc1ccccc1)Nc1ccc2ccccc2c1	-4%	-2%	2	i	13µM*	i	12%	0%	-29%
Nc1nc(-c2ccccc2)c(N=Nc2cccc3ccccc23)s1	-5%	5%	u	i	-35%[inhibitor]	i	-4%	37%	1%
Cc1ccc(S(=O)(=O)Nc2cc(=O)[nH]c(SCC(=O)Nc3ccccc3Cl)n2)cc1	2%	-3%	17	-35%[inhibitor]	11%	i	9%	-6%	u
COC(=O)c1nc(NC(=O)c2ccc(C(C)(C)C)cc2)n[nH]1	0%	15%	-9	i	u	i	-43%	13%	-5%
CCCCOC(=O)/C=C\C(=O)NC(N)=O	-2%	3%	u	-29%	-8%	i	-16%	1%	-11%
Cc1ccc(S(=O)(=O)N2CCOCC2)cc1C(=O)Nc1ccc(C(N)=O)cc1	0%	4%	1	i	1%	i	1%	-4%	23%
CCCCOC(=O)c1cccc(NC(=O)c2cc3ccccc3o2)c1	x	x	x	-46%[inhibitor]	u	x	7%	32%	-79%
COc1ccc(Nc2oc(-c3ccc(COc4cccc(C)c4)o3)nc2C#N)cc1	x	x	x	-21%	-2%	x	3%	9%	u
CCC(C)NC(=O)CC(NS(=O)(=O)c1ccc(NC(C)=O)cc1)C(C)C (stereo unspecified)	-11%	-10%	-24	i	0%	i	-1%	7%	-3%
O=C(NCCCNC(=O)c1ccc(F)cc1)c1ccc(F)cc1	4%	9%	0	i	10%	i	3%	19%	5%
CSc1nnnn1CCn1nnnc1SC	-2%	-6%	3	i	-25%	i	-16%	22%	-1%
Cc1cccc(C(=O)N/N=C/c2cc(Br)c(Br)o2)c1	6%	-10%	-2	i	5%	i	8%	-8%	u
CC(C)CCN1C(=O)c2ccc(C(=O)Nc3ccc(O)cc3C(=O)O)cc2C1=O	6%	3%	21	-18%	20%	i	-3%	-17%	13%
CC(=O)c1ccc(NC(=O)C2CCN(S(=O)(=O)c3ccc4[nH]c5c(c4c3)CCCCC5)CC2)cc1	x	x	x	0%	15%	x	4%	0%	6%

# Source: PubChem BioAssay (National Center for Advancing Translational Sciences (NCATS))

# The list is partial; the hit share may differ from the screen's.
